Screening results from PubChem BioAssay.
Nrf2 block: blocks Nrf2 signaling; Potency, µM (series often up to 46 µM), inactives show at the top dose activity change, negative = inhibition, actives largely listed as inhibitors; 360,000 tested, 2.1% active; AID 504444; A549 ARE-Fluc reporter, luciferase luminescence, 18-24 h; also: potency is read from the fitted curve at half-maximal effect; % is scaled to controls: 0 for no effect and ±100 for the full control effect; nearly all actives have a fitted effect of over 60% in size
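Reporter: ARE-Fluc in A549. Exposure: 18-24 h, 37 °C, 5% CO2, 5% FBS OPTI-MEM. Readouts: fluorescent cytotoxicity (CellTiter-Fluor), then luminescent Nrf2 signal after BugLite.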
CCT chaperon mod: cytosolic chaperonin activity modulation; activity change, % (no concentration beside the values), hits read low; purified chaperonin ATPase assay, HTRF ADP detection, 30 min; 360,000 tested, 0.3% active; AID 651819; in the data active = activity change below about -30%; also: % is scaled to controls: 0 for no effect and ±100 for the full control effect
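TRiC at 40 or 20 nM final (batch-dependent) in 30 mM Tris pH 7.4, 100 mM KCl, 5 mM MgCl2, 1 mM DTT, with compound at single 76 uM and 10 uM ATP, 30 min at 37 deg C. ADP detected by HTRF Transcreener, 665/615 ratio.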
A549 viability: kills or reduces viability of A549 cells in Nrf2 counter-screen. A549 ARE-Fluc cells, CellTiter-Fluor viability, 18-24 h. Potency, µM (titrated, usually from 46 µM), for inactives: top-dose activity change, negative = cytotoxicity, usual class: inhibitors. 390,000 tested, 0.16% active. AID 504648; also: potency is read from the fitted curve at half-maximal effect; % is scaled to controls: 0 for no effect and ±100 for the full control effect
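Cytotoxicity counterscreen: CellTiter-Fluor fluorescence was measured in A549 ARE_Fluc cells after 18-24 h of compound exposure in a concentration series. The subsequent BugLite luminescent read reports ARE-luciferase activity.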
Mm-Cpn inhibitor: blocks the Methanococcus maripaludis chaperonin Mm-Cpn; 330,000 tested, 0.031% active; purified Mm-Cpn ATPase, ADP Transcreener TR-FRET; Potency, µM (doses to about 76.9 µM), inactives show top-dose activity, negative = inhibition, hits mostly inhibitors; also: potency is read from the fitted curve at half-maximal effect; % is scaled to controls: 0 for no effect and ±100 for the full control effect; nearly all actives have a fitted effect of over 80% in size
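25 nM Mm-CPN + cpd, 10 min 37°C; + 10 uM ATP, 30 min 37°C; buffer 30 mM Tris pH 7.4, 100 mM KCl, 5 mM MgCl2, 1 mM DTT; Transcreener ADP HTRF detection 30 min RT.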
EPAC2 agonist: agonists of human EPAC2 (RAPGEF4) | Q8WZA2 | EPAC2 activation, biochemical qHTS; response scale: 100% = 6.5 mM cAMP response | Potency, µM (top dose mostly 154 µM), for the others: top-dose activation, hits mostly activators | 360,000 tested, 0.079% active; also: potency is read from the fitted curve at half-maximal effect; nearly all actives have a fitted effect of over 50% in size
Target sequence (Q8WZA2 whole entry, looked up): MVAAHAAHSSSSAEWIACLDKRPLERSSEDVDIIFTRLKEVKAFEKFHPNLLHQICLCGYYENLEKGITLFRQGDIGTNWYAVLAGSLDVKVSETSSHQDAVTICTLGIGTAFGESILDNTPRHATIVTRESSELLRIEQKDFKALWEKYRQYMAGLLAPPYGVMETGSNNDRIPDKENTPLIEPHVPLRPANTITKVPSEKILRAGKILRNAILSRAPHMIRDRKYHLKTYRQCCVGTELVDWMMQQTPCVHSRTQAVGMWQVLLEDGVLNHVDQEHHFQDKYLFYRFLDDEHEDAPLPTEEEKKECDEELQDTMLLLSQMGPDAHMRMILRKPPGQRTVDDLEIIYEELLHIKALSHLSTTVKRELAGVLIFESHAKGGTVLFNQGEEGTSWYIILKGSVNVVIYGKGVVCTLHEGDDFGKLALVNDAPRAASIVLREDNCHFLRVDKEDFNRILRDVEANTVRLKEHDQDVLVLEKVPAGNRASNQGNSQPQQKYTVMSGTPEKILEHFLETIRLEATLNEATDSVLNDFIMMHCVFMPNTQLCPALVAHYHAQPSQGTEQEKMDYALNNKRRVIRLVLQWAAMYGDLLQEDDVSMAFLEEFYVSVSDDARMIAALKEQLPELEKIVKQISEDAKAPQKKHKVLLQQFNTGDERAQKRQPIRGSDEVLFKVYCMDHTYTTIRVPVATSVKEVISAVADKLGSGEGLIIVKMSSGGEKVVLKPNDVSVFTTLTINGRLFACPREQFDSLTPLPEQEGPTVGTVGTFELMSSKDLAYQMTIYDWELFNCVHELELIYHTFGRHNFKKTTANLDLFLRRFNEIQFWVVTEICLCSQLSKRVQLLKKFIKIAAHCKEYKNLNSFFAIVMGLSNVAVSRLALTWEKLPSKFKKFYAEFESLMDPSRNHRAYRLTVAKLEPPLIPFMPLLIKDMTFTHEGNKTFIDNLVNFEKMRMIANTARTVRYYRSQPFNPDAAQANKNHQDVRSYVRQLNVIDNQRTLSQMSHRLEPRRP
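EPAC2 (100 nM) mixed with Rap1B loaded with BODIPY-GDP (250 nM) plus 50 uM unlabeled GDP; compounds pinned in, 5 min RT, then read every 5 min for 30 min (ex 480, em 540 nm). Normalized to cAMP control.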
TGFb inhibitor: inhibitors of TGF-b signaling; HepG2 CAGA-GFP TGF-b/SMAD3 reporter, GFP fluorescence, 18 h; TGF-beta stimulated, 500 pg/mL final; Potency, µM (titrated, usually from 46.1 µM), inactives show at the highest dose activity, negative = inhibition, actives largely listed as inhibitors; 410,000 tested, 1.2% active; also: potency is read from the fitted curve at half-maximal effect; % is scaled to controls: 0 for no effect and ±100 for the full control effect; nearly all actives have a fitted effect of over 65% in size
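Smad-responsive CAGA-GFP expression was quantified in HEPG2 cells exposed to compounds and 500 pg/mL final TGF-beta for 18 h at 37 degrees C; unstimulated wells defined full inhibition.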
Akt phos inh: inhibitors of Akt phosphorylation | Neuro2A IGF-stimulated pAkt S473 HTRF, 20 min; active compounds read low | activity change, % for hits at 50 µM | 360,000 tested, 0.32% active | AID 651550; in the data active = activity change below about -80%; inconclusive = mostly about -51% to -80%; also: % is scaled to controls: 0 for no effect and ±100 for the full control effect
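Neuro2A cells (4,500/well, DMEM with 0.5% FBS) were treated with compound at a single 50 µM final concentration, stimulated with 6 nM IGF for 20 min at 37 °C, and lysed. Phospho-Akt Ser473 was read by HTRF as 665/615 ratio ×10^4.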
EPAC2 antag: EPAC2 (human) antagonism. 360,000 tested, 0.18% active. EPAC2 GEF exchange of Rap1B-BODIPY-GDP, fluorescence. Q8WZA2. Potency, µM (series often up to 114 µM), without a hit: at the top dose activity, negative = inhibition, actives largely listed as inhibitors; also: potency is read from the fitted curve at half-maximal effect; % is scaled to controls: 0 for no effect and ±100 for the full control effect; nearly all actives have a fitted effect of over 45% in size; many of its hits are not listed in these tables
Nrf2 ARE act: Nrf2 pathway activation | AREc32 ARE-luciferase reporter (MCF7-derived line), luminescence, 24 h | Potency, µM (titrated, usually from 46.1 µM), for the others: top-dose activation, most hits filed as activators | 410,000 tested, 0.31% active | AID 624171; also: potency is read from the fitted curve at half-maximal effect; % of control where 0% means no effect; nearly all actives have a fitted effect of over 65% in size
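Quantitative high-throughput format: AREc32 reporter cells, 1000 per well, received compound by pin transfer and were incubated 24 hr at 37 deg C, 5% CO2, before Steady-Glo luminescence detection.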
The depositor's hits bear a star; i = inactive; u = inconclusive; x = no result given; & = joins results of further samples; [ ] = another dose, or the depositor's remark. Unless noted, calls follow the shape of the dose curve; as a rule, active = well fitted curve in the direction sought with a large enough effect; inconclusive = small, poorly fitted or top-dose-only effect, or another doubt; inactive = no such curve, though single readings can be large; an effect the other way counts as inactive or inconclusive.

| structure | EPAC2 antag | Nrf2 block | Mm-Cpn inhibitor | EPAC2 agonist | Nrf2 ARE act | A549 viability | Akt phos inh | CCT chaperon mod | TGFb inhibitor |
| --- | --- | --- | --- | --- | --- | --- | --- | --- | --- |
| COc1ccccc1N1CCNCC1 | 18% | 2% | 2% | 6% | 0.6% | 0% | i | -1.6 | -1% |
| c1ccc(C(OCCN2CCN(c3ncccn3)CC2)c2ccccc2)cc1 | -22% | -3% | x | 4% | 4.4% | 5% | i | -0.5 | -20% |
| COc1ccc(Cc2nccc3cc(OC)c(OC)cc23)cc1OC | 18% | 15µM* | -3% | 1% | 6.5% | 2% | i | 1.3 | 2% |
| O=C(Nc1ccc(COc2ccccc2)cc1)Oc1ccccc1N1CCOCC1 | 2% | u | 0% | 5% | -0.4% | 3% | i | -1.5 | -5% |
| COc1ccc(CN2Cc3cc(-c4cccc(F)c4)ccc3-n3nncc3C2)cc1 | -1% | x | x | 7% | 3.7% | x | i | 1.4 | 11µM* |
| COc1ccccc1CN1CCN(C(=O)COc2ccccc2)CC1 | -4% | -10% | 0% | 10% | -0.2% | 4% | i | -0.8 | 1% |
| C[C@@H]1O[C@@H](O[C@@H]2C=C3CC[C@@H]4C(CC[C@]5(C)[C@@H](c6ccc(=O)oc6)CC[C@]45O)[C@@]3(C)CC2)[C@H](O)[C@H](O)[C@H]1O (stereo partly specified) | -10% | 0.023µM* | 0% | 2% | -3.2% | u | i | -1.6 | 0.28µM* |
| COc1ccc(-c2cc(=O)c3c(OC)c(OC)c(OC)cc3o2)cc1 | -24% | u | x | 0% | 1.1% | 11% | i | 0.8 | -2% |
| CC1CCN(CC(=O)c2ccccc2Cl)CC1 | -5% | u | 1% | -2% | 0.4% | 4% | i | -5.7 | 8% |
| O=C(OCC(=O)c1ccc([N+](=O)[O-])cc1)/C(=C/c1ccc(Cl)cc1)NC(=O)c1ccccc1 | 17% | -8% | 0% | -3% | 2.3% | -18% | i | -1.2 | 5% |
| Cc1cc(/C=C2\C(=O)NC(=O)N(c3ccc(Cl)cc3)C2=O)c(C)n1-c1cccc(C(=O)O)c1 | -11% | -5% | 0% | 10% | -0.1% | 0% | i | 0.7 | 25% |
| NNP(=O)(CC(=O)c1ccccc1)c1ccccc1 (stereo unspecified) | 4% | 13% | -5% | 13% | 0.1% | -2% | i | -1.3 | 7% |
| O=c1c2ccccc2nc(-c2ccc(Cl)cc2Cl)n1-c1ccncc1 | 9% | 16% | 1% | 3% | 0.2% | -14% | i | -2.4 | -8% |
| COc1ccc2c(c1)C1(C)CCN(C)CC(C1)C2O (stereo unspecified) | 6% | x | x | -2% | -2.4% | x | i | 1.0 | -1% |
| COc1ccc(-c2cc(=Nc3ccccc3)c3cc(C)ccc3o2)cc1 | -11% | u | -4% | 7% | 4.3% | -12% | i | -0.3 | u |
| Cc1ccc(-c2nc3ccccc3c(=O)n2-c2ccc(Br)cn2)cc1 | -16% | -14% | 1% | 3% | 0.1% | -13% | i | -4.8 | 2% |
| O=c1[nH]c(=O)n(Cc2ccco2)c(O)c1C=NCc1ccco1 | 1% | 6% | 1% | 7% | u | 3% | i | -1.4 | -11% |
| COc1ccccc1N=C1SCCCN1C | 10% | 4% | 1% | 11% | -0.2% | -1% | i | -1.0 | -15% |
| CCCCn1c(O)c(C(CC)=NCCN2CCCCC2)c(=O)[nH]c1=O | 11% | 26% | 0% | 3% | -0.7% | -5% | i | 0.5 | -8% |
| Nc1ccc(Cl)c(Cl)c1 | 0% | 6% | x | 10% | -0.4% | -2% | i | -1.8 | -3% |
| CN1CCCN(C(=O)COc2cccc(C(F)(F)F)c2)CC1 | 0% | 9% | 1% | -5% | 0.1% | 2% | i | 0.8 | 0% |
| CCOP(=O)(OCC)C(Cc1ccccc1)N=C(c1ccccc1)c1ccccc1 (stereo unspecified) | 35µM* | x | x | -6% | 3.6% | x | i | -1.8 | u |
| Cn1c(=O)oc2cc(S(=O)(=O)CCC(=O)NCCc3ccccc3)ccc21 | 2% | u | -4% | 8% | 1.4%&-0.4% | -4%&14% | i | -65* | 6%&-10% |
| O=c1c2ccccc2nc(/C=C/c2ccccc2F)n1-c1cccc(O)c1 | x | 11% | x | x | 9.0% | 5% | x | x | -10% |
| COC(=O)C1=C(c2ccc3ccccc3c2)C[C@@H]2CC[C@H]1N2C(=O)N1CCC(C)CC1 | -3% | u | -2% | 13% | 3.4% | -9% | i | 1.1 | u |
| O=c1oc2ccccc2c(O)c1C(c1ccc([N+](=O)[O-])cc1)c1c(O)c2ccccc2oc1=O | 50µM* | u | -2% | -14% | 3.1% | u | i | 2.2 | u |
| N=C1c2ccccc2CN1NC(=O)c1ccccc1 | 19% | 25% | 1% | 6% | 6.7% | 4% | i | 0.8 | -12% |
| O=C(N/N=C/c1c(O)n(Cc2ccco2)c(=O)[nH]c1=O)c1ccccc1O | 4% | -5% | 0% | 0% | 0.4% | -7% | i | -0.2 | 1% |
| O=[N+]([O-])/C(Cl)=C1\NCCN1Cc1ccc(Cl)nc1 | 2% | -1% | 3% | -9% | -0.5% | 0% | i | -0.6 | 6% |
| OC1/C(=C/c2ccccc2C(F)(F)F)N2CCC1CC2 (stereo unspecified) | 5% | 10% | 1% | 4% | -0.2% | 0% | i | -0.3 | -8% |
| CCOC(=O)[C@]12Cc3ccccc3[C@H]1N(C)C(=O)c1cc(OC)ccc12 | -6% | x | x | 12% | -1.9% | x | i | -0.3 | x |
| CC(C)N(CCC(C(N)=O)(c1ccccc1)c1ccccn1)C(C)C (stereo unspecified) | 20%&-7% | 7%&-8% | -3%&1% | 0%&4% | 0.1%&0.4% | -1%&-3% | i | 0.7&0.5 | -2%&2% |
| COc1ccc2c(c1)C13CCCC[C@@H]1C(C2)N(C)CC3 (stereo partly specified) | -8% | 4% | 0% | 6% | -0.6% | -7% | i | -0.8 | 51%[activator] |
| CN1C(=O)/C(=C/c2ccc(N3CCCCCC3)o2)C(=O)NC1=S | -9% | u | -3% | -1% | 3.6% | u | i | 0.6 | 102%[activator] |
| CC(C)[C@H]1C(=O)O[C@H](C(C)C)C(=O)N(C)[C@@H](C(C)C)C(=O)O[C@H](C(C)C)C(=O)N(C)[C@@H](C(C)C)C(=O)O[C@H](C(C)C)C(=O)N1C | 3% | 3.7µM* | x | -10% | 4.3% | u | i | 1.8 | 5.6µM* |
| COC(=O)C1=C(c2ccc(F)cc2F)C[C@@H]2CC[C@H]1N2C(=O)NCc1ccc2c(c1)OCO2 | -7% | -26% | -25% | 12% | -1.7% | -7% | i | 0.4 | 5% |
| CCN(CC)C(=O)c1ccc(NC(=O)Nc2ccccc2F)cc1 | 4% | u | -4% | 2% | -0.3% | 1% | i | -0.9 | -11% |
| Cc1cc(OCC(=O)N2CCC(C(=O)O)CC2)c2c3c(c(=O)oc2c1)CCCC3 | 3% | -3% | -2% | 5% | 0.3% | 1% | i | -3.3 | -4% |
| C[N+]12CCC(CC1)C(C(O)(c1cccc(Cl)c1)c1cccc(Cl)c1)C2 (stereo unspecified) | 9% | -1% | 0% | 2% | 0.0% | -8% | i | 0.6 | 7% |
| Nc1ccccc1C(=O)OC1CSC1 | 5% | 2% | 0% | 6% | -0.1% | -6% | i | 0.8 | 16% |

Exported with two lines to a compound: part of the list above.
Results follow in this order: EPAC2 antag | Nrf2 block | Mm-Cpn inhibitor | EPAC2 agonist | Nrf2 ARE act | A549 viability | Akt phos inh | CCT chaperon mod | TGFb inhibitor
CCN(CC)C(=O)c1ccc(NC(=O)Nc2ccccc2F)cc1
    4% | u | -4% | 2% | -0.3% | 1% | i | -0.9 | -11%
Cc1cc(OCC(=O)N2CCC(C(=O)O)CC2)c2c3c(c(=O)oc2c1)CCCC3
    3% | -3% | -2% | 5% | 0.3% | 1% | i | -3.3 | -4%

Carrying on.
| structure | EPAC2 antag | Nrf2 block | Mm-Cpn inhibitor | EPAC2 agonist | Nrf2 ARE act | A549 viability | Akt phos inh | CCT chaperon mod | TGFb inhibitor |
| --- | --- | --- | --- | --- | --- | --- | --- | --- | --- |
| Cc1sc2c(c1C)C(c1ccc(C(C)(C)C)cc1)=NCC(=O)N2CC(=O)Nc1nccs1 | -2%[57.1 µM] | 12µM* | 0% | -3% | 0.4% | -24% | i | -1.8 | u |
| CNC(=S)N(C)CCc1cc2c(c(OC)c1C=C1C(=O)NC(=O)NC1=O)OCO2 | 14% | -17% | 1% | 3% | -0.5% | 0% | i | 1.0 | 6% |
| CCOC(=O)[C@]12Cc3cc(C)ccc3[C@H]1N(Cc1ccccc1)C(=O)c1ccccc12 | u | 23µM* | x | 10% | -1.0% | u | i | 1.5 | 10µM* |
| CCN(C[C@H]1N[C@@](C)(C(=O)OC)[C@H]2C(=O)N(Cc3ccccc3)C(=O)[C@@H]12)C(=O)Nc1ccccc1 | -8% | 7% | -1% | 0% | -0.2% | 4% | i | -1.8 | u |
| CCCN(CC#CCO)CCC | 5% | x | -1% | 0% | -0.5% | 2% | i | 2.6 | -2% |
| CCOc1ccc(N=Cc2c(O)n(C(C)(C)C)c(=O)[nH]c2=O)cc1 | -3% | u | -3% | -2% | -0.5% | -14% | i | -1.7 | 0% |
| Cc1cccc(N2CCN(C(=O)C34CC5CC(CC(C5)C3)C4)CC2)c1C | -7% | -28% | 1% | -4% | -0.2% | -8% | i | -0.5 | 0% |
| NCCc1nc2ccccc2s1 | 5% | 11% | 3% | -5% | 0.6% | 0% | i | -1.8 | 4% |
| CN(C)S(=O)(=O)c1ccc(C(=O)NCCSc2c(-c3ccccc3)[nH]c3ccccc23)cc1 | x | -27%[9.27 µM] | x | x | 5.3% | -8% | x | x | u |
| C=CCn1c(C)c(C=C2C(=O)NC(=O)NC2=O)c2ccccc21 | -9% | -3% | -1% | 1% | 0.5% | 1% | i | -0.6 | 10% |

An excerpt. The share of hits here may be higher or lower than overall.
